Source: PubChem (several laboratories)
BaF3 parental = counter-screen for JAK2V617F inhibitors: parental Ba/F3 viability inhibitors; CellTiter-Glo ATP luminescence; 220,000 compounds, 1.1% hits; AID 1486; inhibition, % at 5.6 µM;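 active = inhibition above a per-campaign cutoff, the mean inhibition of all tested compounds plus 3 SD, cut at about 27% in these data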;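 note: 0% = DMSO wells and 100% = JAK Inhibitor I control wells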
zfTRPN1 agonist = activates the zebrafish TRPN1 channel; 220,000 compounds, 0.18% hits; HEK293 zebrafish TRPN1-YFP, Fluo-8 calcium fluorescence; 100% = response to 87 µM carbachol; activation, % at 3 µM;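 active = activation above its plate's cutoff, the mean activation of test wells on that plate plus 3 SD, cut at about 19% in these data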;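 note: 0% = DMSO alone and 100% = 87 µM carbachol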
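Material: zebrafish TRPN1-YFP in HEK293 cells; Doses: single test compound dose, 3 µM nominal, 0.3% DMSO; Timing: dye loading 1 h at 37 °C, then 30 min room temperature; Technique: intracellular calcium fluorescence with Fluo-8; Benchmarks: high carbachol 87 µM, low DMSO alone.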
TNF necrop inh = TNF-alpha cell death inhibition in Jurkat FADD-/- cells. Jurkat FADD-/- TNF necroptosis rescue, ATP luminescence, 24 h; 0 = TNF only, 100 = no-TNF cells. activation (protection from cell death), % at 10 µM. 220,000 compounds, 0.068% hits. AID 463075;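 active = activation, meaning protection from cell death, of at least 50% relative to plate controls; inactive = activation below 50%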;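 note: necroptosis triggered by 40 ng/mL TNF-alpha added together with compound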
RBBP9 inh = blocks human serine hydrolase RBBP9 | inhibition, % at 7.94 µM | recombinant RBBP9, FP-Rh probe fluorescence polarization | O75884 | 220,000 compounds, 0.2% hits;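 active = inhibition above the campaign mean of all tested compounds plus 3 SD, cut at about 14% in these data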;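 note: plate controls were DMSO wells with RBBP9 for no effect and wells lacking RBBP9 protein for full effect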
Target sequence (O75884 whole entry, looked up): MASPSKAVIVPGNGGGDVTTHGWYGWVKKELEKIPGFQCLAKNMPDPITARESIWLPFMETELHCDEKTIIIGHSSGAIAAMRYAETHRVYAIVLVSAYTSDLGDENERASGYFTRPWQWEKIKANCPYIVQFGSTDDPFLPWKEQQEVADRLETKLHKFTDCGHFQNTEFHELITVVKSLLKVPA
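System: RBBP9 protein / Quantity: 2.5 µM RBBP9 dispensing solution, before mixing / Also added: Serine-hydrolase probe FP-Rh, 375 nM pre-mixing / Dosing: 7.94 µM single dose, 0.794% DMSO / Timing: enzyme-compound preincubation 30 min, then probe labeling 45 min, 25 °C / Signal: FP readout at 525/598 nm / Controls: DMSO-treated enzyme wells and wells lacking RBBP9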
Wee1 degr inh = inhibitors of human Wee1 degradation. HeLa Luc-Wee1K328M stability, luciferase luminescence; 100% = proteasome inhibitor MG132 effect. 220,000 compounds, 1.2% hits. AID 1321. P30291. reporter increase, % at 5 µM;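 active = activation above the mean of all tested compounds plus 3 SD, set per screening run, cut at about 8.8% in these data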;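 note: cells exposed to compound for 20 h before luminescence read; 0% = DMSO alone and 100% = MG132 at 30 µM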
Target sequence (P30291 whole entry K328M): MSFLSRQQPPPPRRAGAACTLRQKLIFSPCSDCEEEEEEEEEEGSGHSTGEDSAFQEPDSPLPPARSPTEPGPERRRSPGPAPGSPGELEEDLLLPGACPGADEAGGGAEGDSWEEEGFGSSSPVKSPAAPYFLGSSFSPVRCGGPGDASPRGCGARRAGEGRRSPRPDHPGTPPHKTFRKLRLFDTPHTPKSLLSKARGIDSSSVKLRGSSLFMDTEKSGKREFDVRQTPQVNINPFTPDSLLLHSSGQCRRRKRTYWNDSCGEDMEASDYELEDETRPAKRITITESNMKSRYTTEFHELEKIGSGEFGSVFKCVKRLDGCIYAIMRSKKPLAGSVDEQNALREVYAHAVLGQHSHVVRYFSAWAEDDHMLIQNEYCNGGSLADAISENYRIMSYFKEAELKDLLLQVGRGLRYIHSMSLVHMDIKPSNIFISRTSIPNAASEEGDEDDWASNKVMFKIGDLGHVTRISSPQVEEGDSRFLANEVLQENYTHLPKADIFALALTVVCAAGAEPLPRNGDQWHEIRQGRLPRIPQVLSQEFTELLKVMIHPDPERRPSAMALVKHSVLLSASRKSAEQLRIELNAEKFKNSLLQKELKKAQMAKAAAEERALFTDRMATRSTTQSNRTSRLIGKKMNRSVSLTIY
TRPML3 ag = agonists of human TRPML3 channel; activation, % at 3 µM; 220,000 compounds, 0.29% hits; HEK293 TRPML3-YFP, Fluo-8 calcium fluorescence; 100% = the carbachol control signal;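 active = activation above its plate's cutoff, the mean activation of the plate's test wells plus 3 SD, cut at about 12% in these data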;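 note: 0% = DMSO only wells and 100% = carbachol wells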
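Test system: TRPML3-YFP stable HEK293 cells. Doses: single point at 3 µM. Incubation: dye loading 1 h 37 °C then 30 min ambient, 125 s read. Signal: Fluo-8 calcium dye fluorescence, ex 470-495, em 515-575 nm. Measure: percent activation from peak-to-basal fluorescence ratio, scaled between DMSO and carbachol.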
Ba/F3 V617F tox = reduce viability of Ba/F3 cells dependent on JAK2V617F | 220,000 compounds, 1.1% hits | Ba/F3 EpoR-JAK2V617F viability, ATP luminescence | inhibition, % at 5.6 µM;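 active = inhibition above the campaign mean plus 3 SD over all tested compounds, cut at about 24% in these data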;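 note: cytokine-independent growth of Ba/F3 cells driven by EpoR plus mutant JAK2; 0% = DMSO-treated cells and 100% = JAK inhibitor I control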
PPC-1+TRAIL kill = kills PPC-1 cancer cells in the presence of TRAIL. PPC-1 cells + TRAIL, ATPLite viability luminescence. cell killing (% activity), % at 4 µM. AID 1443. 220,000 compounds, 0.41% hits;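 active = cell killing above 50% in the first pass at 4 µM, then a duplicate retest at 5 µM averaging 50% or more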;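 note: plate controls were cells with TRAIL plus DMSO for no effect and medium-only wells lacking cells for full effect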
CHOP inhibitor = CHOP inhibition in unfolded protein response; CHO-K1 CHOP-promoter luciferase, tunicamycin-induced, 15-18 h; 220,000 compounds, 3.8% hits; inhibition, % at 10 µM; AID 2732;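 active = compounds that reduced the stress-induced luciferase reporter signal by more than about 70% of percent inhibition, limit read from the data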;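 note: 0% = tunicamycin plus vehicle and 100% = wells without tunicamycin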
* = called active by the depositor; . = not tested or not shown; [ ] = another dose, or the depositor's remark.

mol	TNF necrop inh	TRPML3 ag	BaF3 parental	PPC-1+TRAIL kill	zfTRPN1 agonist	Ba/F3 V617F tox	CHOP inhibitor	Wee1 degr inh	RBBP9 inh
CC(C)C(=O)NC(NC(=S)Nc1ccc(S(N)(=O)=O)cc1)C(Cl)(Cl)Cl (centres undefined)	0.7	0.8	8	7	2.4	0	16	1	2
Cc1cc(=O)oc2cc(OCC3CC(c4ccc(Cl)cc4)=NO3)ccc12 (centres undefined)	0.7	0.7	1	13	0.4	-3	11	0	-9
Cn1ccnc1C(=O)c1cc(SCC(=O)N2CCOCC2)nc2ccccc12	-0.3	1.3	0	-4	-0.5	1	5	1	1
O=C(Nc1nc2c(s1)CCCC2)c1cccc(S(=O)(=O)N2CCCc3ccccc32)c1	5.4	0.3	13	4	1.3	3	18	-1	-7
CCOC(=O)N1CCN(C(=O)Nc2ccccc2)CC1	0.8	-0.3	9	-27	1.7	0	-9	0	-3
COc1ccc(C(=O)C(CCC(CNC(C)(C)C)C(=O)c2ccc(OC)cc2)CNC(C)(C)C)cc1 (centres undefined)	-15	-0.2	101*	26	1.4	102*	-141	-4	1
CSc1nsc(SCC(=O)N2CCN(c3ccccc3)CC2)n1	-1.2	1.1	0	11	4.7	4	0	-3	-7
Cc1ccc(-c2nc3ccccn3c2NC(=O)c2ccco2)cc1	-2.8	0.1	3	15	0.2	-3	8	-2	1
COc1cc(/C=C(/C#N)c2nc3ccccc3[nH]2)ccc1OCc1ccc(C(=O)O)o1	-1.3	0.1	-2	-8	1.5	-1	-9	0	-2
CNCc1ccccc1OCC(=O)Nc1ccccc1	1.0	0.4	1	2	1.0	-1	32	-2	7
Cc1cc2n(n1)C(c1sccc1C)Nc1c(C)cccc1-2 (centres undefined)	-4.9	-0.2	3	-1	-2.5	1	38	4	-7
Cn1c(=O)c2c(ncn2CC(=O)N/N=C/C(Br)=C/c2ccccc2)n(C)c1=O	-0.6	1.6	4	17	-0.3	0	26	0	-6

Gathered by group: the entries above with an aryl thioether with sulfur outside any ring (2)
mol	TNF necrop inh	TRPML3 ag	BaF3 parental	PPC-1+TRAIL kill	zfTRPN1 agonist	Ba/F3 V617F tox	CHOP inhibitor	Wee1 degr inh	RBBP9 inh
Cn1ccnc1C(=O)c1cc(SCC(=O)N2CCOCC2)nc2ccccc12	-0.3	1.3	0	-4	-0.5	1	5	1	1
CSc1nsc(SCC(=O)N2CCN(c3ccccc3)CC2)n1	-1.2	1.1	0	11	4.7	4	0	-3	-7

Later entries
mol	TNF necrop inh	TRPML3 ag	BaF3 parental	PPC-1+TRAIL kill	zfTRPN1 agonist	Ba/F3 V617F tox	CHOP inhibitor	Wee1 degr inh	RBBP9 inh
O=C(NC1=NCCS1)Nc1ccccc1	-0.7	0.9	1	10	0.8	3	-21	-1	-6
CC(=O)NCCC(=O)Nc1ccc(F)cc1C	-0.9	0.1	5	14	1.3	1	2	-1	-2
COc1ccc(OC)c(NC(=O)C2C3CCC(C3=C(C)C)C2C(=O)O)c1 (centres undefined)	-0.2	0.3	1	-18	0.2	-2	9	-1	-6
CC(c1ccc(F)cc1)n1c(Cn2ncc3ccccc3c2=O)n[nH]c1=S (centres undefined)	-0.4	0.7	6	.	1.4	-1	4	0	-3
O=C(Nc1ccccc1C(=O)NCc1ccco1)NC1CCCCC1	-0.5	-0.6	5	-19	1.4	0	35	3	-7
N#Cc1ccc(COC(=O)CSc2nnc(N)s2)cc1	1.0	0.6	5	2	-0.1	3	0	-3	-10
CSCCC(NC(=O)c1ccco1)C(=O)NCc1ccc(F)cc1 (centres undefined)	-0.5	-0.1	-1	-14	-0.6	-1	13	-1	5
CC1=CC(C)(C)N2C(=O)C3(C(C#N)=C(N)OC4=C3C(=O)CC(C)(C)C4)c3cc(C)cc1c32 (centres undefined)	-2.4	1.5	1	19	4.6	-4	-17	1	4
CCCCC(=O)Nc1ccc(C(=O)NNC(=O)CCc2ccccc2)cc1	-0.6	-0.5	-1	15	0.0	-2	19	-3	-2
c1ccc(-c2csc3ncnc(N4CCc5ccccc5C4)c23)cc1	1.5	0.3	5	22	-0.4	1	86*	-2	-8
CC1(C)Cc2ccccc2C2CC(O)C(=O)N21 (centres undefined)	-0.8	0.4	-2	2	-0.3	-1	14	2	-8
N=C1C(c2nc3ccccc3s2)=C(O)CN1c1ccccc1	-1.0	0.0	4	23	-0.9	3	-65	0	-11

Continued:
mol	TNF necrop inh	TRPML3 ag	BaF3 parental	PPC-1+TRAIL kill	zfTRPN1 agonist	Ba/F3 V617F tox	CHOP inhibitor	Wee1 degr inh	RBBP9 inh
C/C(Cn1nnc([N+](=O)[O-])n1)=N\NC(=O)c1ccc(O)cc1O	-2.7	0.6	1	34	1.0	-2	16	-1	1
COc1cccc(C(O)Cc2nc3ccccc3n2C)c1OC (centres undefined)	1.3	0.8	0	-4	-0.9	-3	-9	0	-3
CCOc1cc(/C=C/C(=O)c2ccc(O)cc2)ccc1OCC(=O)N(C)C	8.1	0.2	5	21	0.1	3	-21	-1	-9
Cc1cccc(-c2cc3nc(C)cc(NCCCN(C)C)n3n2)c1	-1.6	-0.1	6	14	1.0	3	-25	-1	4
CCOC(=O)c1sc2nc(C)cc(C)c2c1NC(=O)c1ccco1	-2.8	0.4	3	-7	0.1	2	-21	-4	-7
CCc1ccc(NC(=O)C(=O)N/N=C(\C)CC(=O)Nc2ccc(OC)cc2)cc1	0.5	0.4	-3	11	0.7	-2	5	1	-4
CC12CCC(C(=O)N(c3ccc(Cl)cc3)C1=O)C2(C)C (centres undefined)	-0.3	0.1	6	4	-0.3	0	6	1	1
CC(=O)C(Sc1ccc2nnc(-c3ccc(F)cc3)n2n1)C(C)=O	0.2	0.0	1	8	1.0	-7	6	-3	4
Cc1n[nH]c(=O)nc1NCc1ccccc1Cl	-3.3	-0.4	3	18	0.2	-1	7	0	-5
COc1ccc(NC(=O)C(=O)N/N=C(\C)CC(=O)Nc2cc(C)ccn2)c(OC)c1	2.8	0.2	1	4	-0.4	-2	2	-1	-4
COCCNC(=O)C(c1ccccc1F)N(C(=O)C(=O)NC1CCCC1)C1CCCCC1 (centres undefined)	-1.1	0.1	2	4	1.0	0	-6	-2	-12
O=C(CN1CCOCC1)Nc1ccc(Oc2ccccc2)cc1	-0.6	0.0	1	24	0.5	5	6	-2	-5

Remaining list, next part:
mol	TNF necrop inh	TRPML3 ag	BaF3 parental	PPC-1+TRAIL kill	zfTRPN1 agonist	Ba/F3 V617F tox	CHOP inhibitor	Wee1 degr inh	RBBP9 inh
Cc1c(Cc2ccc3c(c2)OCO3)sc(NC(=O)c2ccc3ccccc3c2)c1C(N)=O	-0.1	0.7	2	19	-0.5	0	-26	2	-8
NS(=O)(=O)c1ccc(NC(=S)N2CCN(c3ccccc3)CC2)cc1	0.2	-0.1	10	17	2.6	3	0	3	-5
O=S(=O)(c1ccccc1C(F)(F)F)N1CCN(S(=O)(=O)c2ccccc2C(F)(F)F)CC1	0.1	0.3	4	13	-0.7	-2	16	4	1
O=C(Nc1nc(-c2ccccc2)cs1)c1ccc(S(=O)(=O)N2CCc3ccccc32)cc1	1.4	0.2	9	-4	-0.6	5	13	-1	-24
S=C(Nc1ccc(Nc2ccccc2)cc1)N1CCN(c2ncccn2)CC1	-0.8	0.5	4	21	0.4	0	18	0	-5
NC(=O)C1(N2CCCCC2)CCN(C(=O)c2cccn3c(=O)c4cc(Cl)ccc4nc23)CC1	1.7	0.3	2	10	0.0	0	-4	-2	-8
S=C(N/N=C/c1ccc2ncccc2c1)Nc1ccccc1	-9.6	1.1	0	9	1.6	-3	-29	4	-4
CC1=CC=CC2=NC(=O)CC(C)(C(=O)N(CC(=O)NC3CCCC3)c3ccccc3C)N12 (centres undefined)	0.2	0.2	-1	-3	-0.2	-4	42	4	-20
COc1ccccc1N1CCN(CC(=O)NCCc2ccc(S(N)(=O)=O)cc2)CC1	0.4	0.9	0	26	0.2	-3	4	-2	0
Cc1c(N=C(N)/N=C(\N)Nc2ccccc2)c(=O)n(-c2ccccc2)n1C	1.5	0.3	0	10	-1.0	-1	-6	5	-2
Cc1ccc(S(=O)(=O)N2CCN(Cc3nc4sc(C)c(C)c4c(=O)[nH]3)CC2)cc1	-0.5	0.8	1	-2	-1.0	-2	24	1	-1
Cc1c(Cl)cccc1NC(=S)N1CCN(c2ccc([N+](=O)[O-])cn2)CC1	4.5	1.4	-2	0	0.5	-5	0	-2	8

Some of the entries so far, with values under each structure.
Screens in order – TNF necrop inh, TRPML3 ag, BaF3 parental, PPC-1+TRAIL kill, zfTRPN1 agonist, Ba/F3 V617F tox, CHOP inhibitor, Wee1 degr inh, RBBP9 inh
CC1=CC=CC2=NC(=O)CC(C)(C(=O)N(CC(=O)NC3CCCC3)c3ccccc3C)N12 (centres undefined)
 : 0.2, 0.2, -1, -3, -0.2, -4, 42, 4, -20
S=C(N/N=C/c1ccc2ncccc2c1)Nc1ccccc1
 : -9.6, 1.1, 0, 9, 1.6, -3, -29, 4, -4

Other structures
mol	TNF necrop inh	TRPML3 ag	BaF3 parental	PPC-1+TRAIL kill	zfTRPN1 agonist	Ba/F3 V617F tox	CHOP inhibitor	Wee1 degr inh	RBBP9 inh
Cc1ccccc1C(=O)c1cccn1CC(=O)NCC1CCCO1 (centres undefined)	-1.4	-1.0	7	13	1.1	4	-13	-3	3
CC(C(=O)Nc1ccc(C#N)cc1)N(C)CC(=O)Nc1ccccc1Br (centres undefined)	1.6	0.5	2	13	0.2	1	12	-2	-12
CC(=O)O/N=C(\N)c1ccc(-c2csnn2)cc1	0.3	0.6	-4	26	0.4	-7	3	0	-4
COc1ccc(-c2nsc3c(N4CCCCC4C)ncnc23)cc1 (centres undefined)	0.4	0.9	6	77*[5 µM]	1.5	-1	93*	-4	-5
C=CCNc1nc(N2CCOCC2)nc(N2CCOCC2)n1	-1.9	0.1	7	12	1.9	2	10	-2	-1
Cn1c(COc2ccccc2)nnc1SCC(=O)c1cccc([N+](=O)[O-])c1	-1.4	-0.8	0	9	-0.7	-3	29	-2	-9
Cc1nn(C)c(Cl)c1/C=N/OC(=O)c1ccccc1	-2.0	0.0	3	5	-1.6	2	0	5	0
CS(=O)(=O)NCCCCNc1ccc(C(F)(F)F)cc1[N+](=O)[O-]	-1.7	1.1	10	13	1.6	1	7	-2	-2
CCOc1ccc(-c2c(=O)n(OCc3ccccn3)c3ccccc3[n+]2[O-])cc1	-1.8	0.8	5	8	2.0	5	-33	0	-7
CC1(C2(O)CC(c3ccccc3)ON2)CCCCC1 (centres undefined)	6.4	0.4	0	10	0.7	-2	14	5	-4
